FLuc counter: counter-screen for miR-21 project: firefly luciferase inhibitors or activators | Potency, µM (doses to about 57.5 µM), for inactives: at the top dose activity change, negative = inhibition, usual class: inhibitors | 360,000 compounds, 6.9% hits | purified FLuc, Km substrates, luminescence inhibition | P08659 | AID 588342;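 further: potency means the concentration at half of the fitted maximal effect; plate controls were vehicle for no effect and reference inhibitor for full effect; nearly all actives have a fitted effect of over 55% in size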
Target sequence (P08659 whole entry, looked up): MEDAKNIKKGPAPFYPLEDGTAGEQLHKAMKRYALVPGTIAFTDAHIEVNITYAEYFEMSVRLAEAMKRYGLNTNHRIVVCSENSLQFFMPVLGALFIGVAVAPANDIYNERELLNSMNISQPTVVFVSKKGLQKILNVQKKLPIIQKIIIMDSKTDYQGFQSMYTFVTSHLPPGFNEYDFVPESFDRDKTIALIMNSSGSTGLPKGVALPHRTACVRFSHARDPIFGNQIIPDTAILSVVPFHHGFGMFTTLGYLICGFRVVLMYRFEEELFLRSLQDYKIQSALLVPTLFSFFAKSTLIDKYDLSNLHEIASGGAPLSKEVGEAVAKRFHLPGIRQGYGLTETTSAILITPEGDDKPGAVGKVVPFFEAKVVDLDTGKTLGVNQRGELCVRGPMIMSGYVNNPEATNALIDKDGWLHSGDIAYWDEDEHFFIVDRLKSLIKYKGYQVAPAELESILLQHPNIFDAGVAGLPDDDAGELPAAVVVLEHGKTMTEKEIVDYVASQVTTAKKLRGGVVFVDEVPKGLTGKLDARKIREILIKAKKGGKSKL
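Biochemical qHTS of compounds, final roughly 60 µM downward over six points, against 10 nM purified firefly luciferase using Km concentrations of substrates (10 uM D-luciferin, 10 uM ATP) in Tris acetate pH 7.5 buffer; luminescence output.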
RORgamma inh: blocks mouse ROR gamma transcriptional activity | P51450 | Drosophila S2 Gal4-RORgamma UAS-luciferase reporter, 20 h | Potency, µM (top dose mostly 53.6 µM), inactives show at the top dose activity change, negative = inhibition, most hits filed as inhibitors | 310,000 compounds, 5.4% hits; further: potency means the concentration at half of the fitted maximal effect; on the % scale 0 is the no-effect control and ±100 the full control effect; nearly all actives have a fitted effect of over 60% in size
Target sequence (P51450 whole entry, looked up, the tested form may be a part): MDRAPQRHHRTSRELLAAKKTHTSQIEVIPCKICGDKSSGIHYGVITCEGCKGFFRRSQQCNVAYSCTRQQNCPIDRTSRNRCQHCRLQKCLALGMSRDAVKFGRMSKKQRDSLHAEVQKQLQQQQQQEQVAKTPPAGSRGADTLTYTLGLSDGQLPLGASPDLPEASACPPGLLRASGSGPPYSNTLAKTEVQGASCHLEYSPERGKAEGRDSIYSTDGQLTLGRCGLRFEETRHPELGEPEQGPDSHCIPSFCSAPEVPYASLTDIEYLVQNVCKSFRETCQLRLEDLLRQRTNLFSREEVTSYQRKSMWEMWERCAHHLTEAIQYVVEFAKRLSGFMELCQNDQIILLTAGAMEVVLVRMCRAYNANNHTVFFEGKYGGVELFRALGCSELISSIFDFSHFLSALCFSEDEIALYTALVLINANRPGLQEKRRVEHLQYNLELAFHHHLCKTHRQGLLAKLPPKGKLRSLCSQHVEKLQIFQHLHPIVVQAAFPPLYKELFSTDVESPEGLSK
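Stably transfected Drosophila Schneider cells are the test system, with ROR gamma fused to Gal4 and luciferase under UAS control; luminescence is read after 20 hr of 700 uM copper sulfate induction at ambient temperature.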
Rab9 promoter act: activators of Rab9 promoter; Potency, µM (series often up to 9.22 µM), inactives show at the highest dose activation, negative = inhibition, usual class: activators; AID 485297; Huh7 Rab9 promoter-luciferase reporter, luminescence, 24 h; 320,000 compounds, 2.8% hits; further: potency means the concentration at half of the fitted maximal effect; % of control where 0% means no effect; nearly all actives have a fitted effect of over 60% in size
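Using Huh7 cells stably transfected with Rab9 promoter–luciferase, compounds were incubated 24 h at 37 °C, 5% CO2; luciferase luminescence was read 10 min after reagent addition.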
KCNH2 3.1 block: inhibitors of human KCNH2 3.1 potassium channel isoform. U2OS KCNH2 3.1, thallium flux FluxOr; stronger effect = lower value. activity change, % (tested at about 1.8 µM). 340,000 compounds, 0.95% hits;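 active means maximum activity change below -70%; inconclusive means maximum activity change from -70% to -50%; inactive means maximum activity change above -50%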;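 further: thallium influx rate constant from kinetic fluorescence after stimulation buffer; on the % scale 0 is the no-effect control and ±100 the full control effect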
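FluxOr-based Tl+ influx in U2OS cells transduced with KCNH2 3.1 virus; rate constants normalized to DMSO controls.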
ELG1 genotox: induces genotoxicity in HEK293T cells with luciferase-tagged ELG1. HEK293T ELG1-luciferase reporter, luminescence, 16 h. Potency, µM (titrated, usually from 46 µM), without a hit: at the highest dose activity change, positive = activation, actives largely listed as activators. 330,000 compounds, 1.3% hits. AID 504466; further: potency means the concentration at half of the fitted maximal effect; % of control where 0% means no effect; nearly all actives have a fitted effect of over 60% in size
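Luminescence read-out: rising ELG1-luciferase signal, reflecting elevated ELG1 protein under genetic stress, flags genotoxic compounds. Cells were treated for 16 hr at 37 °C before ONE-Glo detection.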
NPC1 promoter act: activates the NPC1 promoter. Potency, µM (highest dose often 9.22 µM), inactives show at the highest dose activation, most hits filed as activators. 320,000 compounds, 2.4% hits. AID 485313. Huh7 NPC1 promoter luciferase reporter, 24 h;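 further: potency means the concentration at half of the fitted maximal effect; % of control where 0% means no effect; nearly all actives have a fitted effect of over 60% in size; reporter is driven by a mutant NPC1 promoter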
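Compounds in DMSO were transferred onto Huh7 NPC1-luciferase reporter cells pre-incubated 2 h; after 24 h at 37 °C, Amplite reagent was dispensed and luminescence recorded 10 min later.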
VP16 counter: inhibits Gal4-VP16 luciferase reporter, ROR gamma counter-screen; 310,000 compounds, 3.5% hits; Drosophila S2 Gal4-VP16 UAS-luciferase, luminescence, 20 h; Potency, µM (top dose mostly 53.6 µM), for inactives: at the top dose activity, negative = inhibition, hits mostly inhibitors; AID 2546;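 further: Gal4-VP16 expression switched on by copper sulfate through the metallothionein promoter; potency means the concentration at half of the fitted maximal effect; on the % scale 0 is the no-effect control and ±100 the full control effect; nearly all actives have a fitted effect of over 50% in size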
Giardia kill: kills Giardia lamblia; Giardia lamblia trophozoite viability; activity change, % at 7.66 µM, hits read low; 340,000 compounds, 0.15% hits; in the data active means activity change below about -80%; inconclusive means between about -30% and that limit;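 further: parasites exposed to compound for two days anaerobically before the ATP read; on the % scale 0 is the no-effect control and ±100 the full control effect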
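Anaerobic 48 hrs incubation at 37 deg C of 100 trophozoites/well with test compounds; ATPLite 1-Step luminescence, 15-30 min RT, reports cellular ATP as viability.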
uPA generation: blocks generation of uPA at the cell surface | cell surface uPA generation assay, qHTS | Potency, µM (highest dose often 38.3 µM), without a hit: at the top dose activity change, negative = inhibition, most hits filed as inhibitors | 330,000 compounds, 0.31% hits | AID 540303; active means well fitted inhibition curve with a large enough effect; inconclusive means small, poorly fitted or top-dose-only effect; inactive means no such curve, though single readings can be large or run the other way; tested in mouse RAW 264.7 cells; further: potency means the concentration at half of the fitted maximal effect; on the % scale 0 is the no-effect control and ±100 the full control effect; nearly all actives have a fitted effect of over 55% in size
Coupling enz: inhibits coupling enzyme system, counter-screen for aldolase hits; 290,000 compounds, 0.67% hits; AID 2472; coupling enzyme system counterscreen, AmpLite Red fluorescence; activity change, negative = inhibition, % at 58.2 µM, hits read low; in the data active means activity change below about -30%; further: on the % scale 0 is the no-effect control and ±100 the full control effect
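Fluorescence at 525 nm excitation and 598 nm emission measured inhibition of the coupled detection system without aldolase. Compounds (at 57.5 uM final) were preincubated 10 min at room temperature with coupling enzyme reagent before a 20 min substrate/AmpLite Red step.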
Tb PFK inh: T. brucei PFK enzyme inhibition; AID 485367; 330,000 compounds, 0.17% hits; T. brucei PFK, ADP-Glo luminescence; Potency, µM (doses to about 57.5 µM), for inactives: at the highest dose activity, negative = inhibition, most hits filed as inhibitors; O15648;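 further: potency means the concentration at half of the fitted maximal effect; 0% = uninhibited 1x PFK enzyme wells and -100% = no-enzyme wells; nearly all actives have a fitted effect of over 60% in size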
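1.25 nM PFK with 0.5 mM F6P and 0.1 mM ATP in 0.1 M TEA pH 8.0, 5 mM MgCl2, incubated 45 min at room temperature; ADP measured by ADP-Glo luminescence; compounds titrated up to 57 uM.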
Active calls of the source: *; ? = inconclusive; . = not tested or not shown; & = joins results of further samples; [ ] = dose if it differs, or a comment. Unless noted, the call rests on the fitted dose curve; in most records, active means well fitted curve in the direction sought with a large enough effect; inconclusive means small, poorly fitted or top-dose-only effect, or another doubt; inactive means no such curve, though single readings can be large; an effect the other way counts as inactive or inconclusive.

SMILES	FLuc counter	RORgamma inh	Rab9 promoter act	KCNH2 3.1 block	ELG1 genotox	NPC1 promoter act	VP16 counter	Giardia kill	uPA generation	Coupling enz	Tb PFK inh
C=CCNc1nc(C(=O)OCC(=O)c2cccc(Br)c2)cs1	0%	.	0%	-22	0%	1%	.	4	5%	.	-20%
Cc1nn(-c2ccccc2)c(C)c1/C=C/C(=O)OCC(=O)Nc1ncc(Cl)cc1Cl	-2%	-4%	2%	2	0%	-1%	-16%	-12	-1%	0	-1%
CN(C(=O)COC(=O)c1ccc2c(c1)OCO2)C1CCCCC1	.	.	.	-8	?	.	.	11	-3%	.	1%
Cc1c(C(=O)Nc2ccc3c(c2)OCCO3)cnn1C	11µM*	-35%	?	18	3.7µM*	?	-23%	-13	-1%	-4	-6%
CCn1c(=O)c2ccccc2n2c(SCC(=O)N3CCc4ccccc4C3)nnc12	0%	3%	5%	1	0%	0%	-7%	5	-2%	1	0%
Cc1cc(C)n(CCOC(=O)c2sc3ccccc3c2Cl)n1	8.5µM*	-26%	3%	18	11%	-2%	-2%	-1	2%	-1	1%
Cn1nnc2cc(C(=O)NC3CC3)ccc21	0%	14%	.	-1	.	.	-2%	3	-3%	-2	.
Cn1c(C(=O)NCCCN2CCCCCC2)cc2c(=O)n(C)c3ccccc3c21	0%	-1%	-9%	-31	?	-2%	-9%	7	-10%	-5	-7%
O=C(c1cccnc1Cl)N1CCOCC1	-3%	2%	-2%	1	-1%	-8%	2%	-12	-3%	1	2%
CCN1C(=NCCOC)N[C@@H](c2ccccc2)[C@H](C(=O)OC)[C@H]1C	2%	3%	-1%	8	4%	1%	-1%	20	-4%	2	-5%&-4%
O=C(NCc1ccncc1)Nc1cc(Cl)ccc1Cl	3%	4%	-6%	-41	0%	-4%	-9%	9	-12%	0	-7%
Cc1ccc(NC(=O)N(Cc2cc3cc(C)cc(C)c3[nH]c2=O)CC2COCCO2)cc1 (centres undefined)	0%	1%	-4%	2	0%	-4%	-15%	3	-6%	3	0%
Fc1ccc(Nc2ccnc(C(F)(F)F)c2)cc1	-2%	6%	-6%	2	1%	-3%	-6%	20	2%	1	2%
COc1cc(C(=O)NCC(=O)N/N=C/c2ccc(OC(=O)c3ccco3)cc2)cc(OC)c1OC	?	-5%	-4%	-10	0%	0%	5%	-9	8%	1	-2%
Cc1cc([N+](=O)[O-])nn1CCCC(=O)Nc1ccc2c(c1)OCO2	-8%	1%	-1%	3	0%	-1%	-13%	-7	6%	.	2%
O=C(Cn1c(=O)c2cccn2c2cccnc21)N1CCN(c2ccc(Cl)cc2)CC1	1%	31%	-1%	-7	-12%	3%	2%	24	?	.	5%
O=C(Cn1nc(C(F)(F)F)c2c1CCC2)NCc1ccc(F)cc1	0%	6%	6%	9	1%	3%	-12%	5	.	9	2%
O=C(Cc1ccc(Br)cc1)N1CCOCC1	4%	-3%	14%	-15	-10%	3%	-11%	12	3%	-1	3%
O=C(CCC(=O)N(CC(=O)NC1CCCCC1)c1ccccc1F)Nc1nccs1	-1%	-5%	-1%	8	-6%	1%	5%	-5	-20%	0	-2%
CN(C(=O)Nc1ccc(Cl)cc1)c1c2c(nn1C)CCCC2	0%	5%	-6%	3	0%	-2%	1%	7	-4%	0	0%
COc1ccc(C2SCC(C(=O)O)N2C(C)=O)cc1 (centres undefined)	5%	-6%	?	-3	-1%	-4%	3%	9	.	0	6%
CC(C)(C)NC(=O)CSc1nc2scc(-c3ccccc3)c2c(=O)[nH]1	3%	3%	1%	2	0%	0%	-2%	-29	3%	8	0%
C=C1C2(C(=O)Nc3ccc(SC(F)F)cc3)CCC(C2)C1(C)C (centres undefined)	-3%	?	-6%	9	-1%	1%	-20%	-13	-1%	-1	1%
NC(=O)c1ccsc1NC(=O)COC(=O)CSc1ccc(Cl)cc1	-15%	40%	-3%	-22	0%	-3%	-10%	-5	1%	3	-3%
CCOc1cc(S(=O)(=O)n2nc(C)cc2C)ccc1F	2%	19%	-6%	-3	-3%	0%	-8%	7	0%	6	-1%
Cc1ccccc1NC(=O)c1c(F)c(F)c(F)c(F)c1F	2%	-32%	-3%	11	-15%	0%	12%	1	-26%	-1	1%
CCCc1ncc(C[n+]2ccccc2C)c(N)n1	2%	-2%	-6%	-2	-1%	-2%	-5%	8	4%	3&1	0%
CC(C)Sc1nnc([C@H](Cc2ccccc2)NC(=O)OC(C)(C)C)o1	-3%	13%	2%	-6	-2%	-1%	6%	11	6%	3	-3%
COc1ccc(C2C(C#N)=C(N)OC3=C2C(=O)CCC3)c(OC)c1OC (centres undefined)	5%	-9%	10%	7	11%	-1%	5%	-2	-3%	0	1%
Cc1ccc(CN2CCC(n3nccc3NC(=O)CCOc3ccccc3)CC2)cc1C	1%	1%	-7%	10	-6%	1%	1%	0	-5%	.	2%
COc1ccc(OCC(=O)Nn2c(-c3cccc(OC)c3)nc3ccccc3c2=O)cc1	3%	-5%	-6%	13	-2%	1%	-6%	0	0%	4	0%
COC(=O)C1=C(C)OC(N)=C(C#N)C1c1ccc(OC)c(OC)c1OC (centres undefined)	-3%	2%	-1%	2	-1%	-3%	9%	-20	2%	0	2%
CCCCOc1ccc(NC(=O)CSc2nnnn2C)cc1	-1%	16%	.	2	.	.	14%	-10	-14%	1	.
CCCC(=O)Nc1cccc(NC(=O)c2ccc([N+](=O)[O-])cc2Cl)c1	-19%	-37%	-5%	-14	-1%	1%	-13%	9	1%	-2	-5%
CCn1cc(C(=O)NC2CCCCC2)c(=O)c2ccc(C)nc21	-1%	-4%	-11%	16	1%	-1%	8%	9	-2%	1	-3%
CCOC(=O)c1ccsc1NC(=O)c1ccco1	-1%	-20%	-1%	7	-2%	-7%	?	15	-11%	.	-5%
COc1cc(C(=S)N2CCC(C(N)=O)CC2)ccc1O	-2%	12%	0%	-9	-16%	-3%	-2%	15	1%	3	-4%
COc1ccc(CC(=O)Nc2ccc(S(=O)(=O)NC(C)C)cc2)cc1	6%	19%	-8%	-7	-5%	0%	5%	-18	.	-1	-5%
Cc1ccccc1CN(C)CC(=O)Nc1cccc(S(=O)(=O)N(C)c2ccccc2)c1	6%	?	-1%	-2	-9%	-1%	4%	1	1%	-2	1%
CCc1nnc(NC(=O)CSCc2cc(=O)n3nc(C(C)C)sc3n2)s1	4%	-5%	1%	5	3%	-1%	-15%	10	-3%	.	0%
CC(C)CCNC(=O)c1onc(CSc2ccc(F)cc2)c1C(=O)NCCC(C)C	-1%	.	-2%	-11	7%	-2%	.	-3	-4%	.	1%
COCCCN1C(=O)C(=O)/C(=C(/O)c2ccc(C)cc2)C1/C=C/c1ccccc1 (centres undefined)	-23%	6%	-2%	6	2%	-7%	-20%	-6	3%	1	-4%
O=C(O)c1csc(-c2cccs2)n1	-5%	-5%	19%	4	3%	-2%	-6%	-7	3%	-2	-1%
O=C(Nc1nc2ccccc2n1CCN1CCOCC1)c1ccc(COc2ccccc2Br)o1	-20%	2µM*	-2%	-3	-14%	0%	5.6µM*	3	0%	-13	3%
Oc1cccc2ccc(Nc3ccccn3)nc12	-31%	12%	-39%[inhibitor]	-2	-28%	-38%[inhibitor]	2%	-4	-10%	2	-8%
CCC(C(=O)NCc1cccnc1)c1ccccc1 (centres undefined)	-11%	1%	-13%	2	0%	0%	-9%	?	-7%	2	0%
CC(=O)c1ccc(-c2cccc([C@H]3[C@@H]4C=CC[C@@H](C)[C@@H]4C(=O)N3Cc3ccccc3)c2)cc1	.	3%	.	-8	1%	.	-5%	6	?	-1	2%
Cc1ccc(OCc2nn3c(-c4ccco4)nnc3s2)cc1	-14%	31%	8%	-8	3%	1%	1%	15	2%	-1	0%
CCCN(CCC)CCNC(=O)CCC(=O)Nc1ccc2nc(N3CCN(C)CC3)cc(C)c2c1	-2%	-9%	-3%	-1	7%	1%	-6%[10 µM]	-2	7%	-17	-2%
COc1cc(C(=O)Nc2cccc(-n3cnnn3)c2)cc(OC)c1OC	-2%	7%	2%	2	-2%	-7%	17%	-20	2%	0	0%
Cc1cc2nnc(SCC(=O)NCc3cccs3)n2c2ccccc12	3%	6%	.	-20	.	.	11%	7	-3%	-3	.
CCC(=O)NC1CC2CCCC(C1)N2Cc1ccc(C)cc1 (centres undefined)	-1%	?	3%	-9	0%	-2%	-2%	7	11%	2	-9%
O=S(=O)(c1cccc(S(=O)(=O)N2CCC(N3CCCCC3)CC2)c1)N1CCOCC1	2%	-3%	1%	.	2%	0%	3%	.	.	1	-2%
COC(=O)c1ccc(COc2ccccc2/C=N/O)o1	-12%	24%	3%	1	8%	-3%	4%	-6	1%	4	-2%
CNC(=S)N1C2CCC1CC(NC(=O)NC13CC4CC(CC(C4)C1)C3)C2 (centres undefined)	-1%	-12%	2%	16	3%	1%	5%	-13	-3%	5	-5%

High-throughput results from PubChem BioAssay.
